Source: PubChem BioAssay (National Center for Advancing Translational Sciences (NCATS))
D1 agonist – Allosteric Agonists of the Human D1 Dopamine Receptor: qHTS; D(1A) dopamine receptor (Homo sapiens), P21728; HEK293 T-REx D1 cells, calcium flux, agonist mode; activation, % at 2 µM; hit rate 1% among 360,000; AID 504660, 2011; in the data active means activation above about 30%; further: 0% is about no effect
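Agonism was scored from calcium flux recorded over 180 s (1 read/s) after pintool compound addition, following a 10-cycle baseline. Cells were inducible force-coupled HEK293 TREx D1, plated overnight at 30 C and loaded with no-wash calcium dye.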
RXFP1 antag – qHTS Assay for Antagonists of the Relaxin Receptor RXFP1; HEK293-RXFP1, relaxin-stimulated cAMP HTRF, 30 min; hits give low values; activity change, negative = inhibition, % at 57.5 µM; hit rate 0.59% among 350,000;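 active means activity change of -60% or lower, but not beyond a set lower limit; inconclusive means change between -60% and -40%, or beyond the set limit; inactive means change above -40%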; further: on the % scale 0 is the no-effect control and ±100 the full control effect
Target sequence (Q9HBX9 whole entry, looked up): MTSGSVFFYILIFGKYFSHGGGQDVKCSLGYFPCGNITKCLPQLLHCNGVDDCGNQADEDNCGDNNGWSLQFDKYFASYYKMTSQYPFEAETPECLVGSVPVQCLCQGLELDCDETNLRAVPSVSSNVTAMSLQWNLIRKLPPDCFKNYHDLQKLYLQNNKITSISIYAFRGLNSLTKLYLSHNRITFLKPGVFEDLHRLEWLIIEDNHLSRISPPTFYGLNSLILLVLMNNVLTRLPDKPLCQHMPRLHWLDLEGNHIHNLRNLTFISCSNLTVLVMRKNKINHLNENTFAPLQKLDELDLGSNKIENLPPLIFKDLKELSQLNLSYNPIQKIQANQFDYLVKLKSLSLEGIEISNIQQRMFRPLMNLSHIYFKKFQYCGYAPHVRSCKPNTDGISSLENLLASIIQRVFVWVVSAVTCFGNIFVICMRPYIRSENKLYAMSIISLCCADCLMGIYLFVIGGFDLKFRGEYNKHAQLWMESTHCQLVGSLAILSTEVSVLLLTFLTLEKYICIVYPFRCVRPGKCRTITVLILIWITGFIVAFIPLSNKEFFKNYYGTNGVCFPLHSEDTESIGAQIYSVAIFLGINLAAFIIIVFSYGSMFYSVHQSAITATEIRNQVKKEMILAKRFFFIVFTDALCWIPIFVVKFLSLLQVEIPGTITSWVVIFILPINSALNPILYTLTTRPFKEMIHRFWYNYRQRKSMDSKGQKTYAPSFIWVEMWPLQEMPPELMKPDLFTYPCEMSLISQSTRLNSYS
GRP78 ERSR act – qHTS for Inducers of the Endoplasmic Reticulum Stress Response (ERSR) in Human Glioma: qHTS. U87-MG GRP78 promoter luciferase reporter, 16 h. Potency, µM, for the others: at the highest dose activation, hits mostly activators. hit rate 0.02% among 420,000. AID 602332, 2012; further: potency means the concentration at half of the fitted maximal effect; series mostly up to about 76 µM; % of control where 0% means no effect; nearly all actives have a fitted effect of over 35% in size
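ERSR induction read as luciferase luminescence (Bright-Glo, 10 min at room temperature) in stably transfected human U87-MG glioma cells exposed to compounds for 16 h, using GRP78 as sensor.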
D2 PAM – HTS Assay for Positive Allosteric Modulators of the Human D2 Dopamine Receptor: Primary Screen for Potentiators; D(2) dopamine receptor (Homo sapiens), P14416; HEK293 T-REx D2, calcium flux, EC20 dopamine potentiation; hit rate 0.34% among 340,000; AID 485347, 2010; potentiation, % at 10 µM;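 active means potentiation over 3 SD above the plate norm, cut at about 30% in these data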; further: 0% is about no effect
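Using a no-wash calcium dye in inducible, force-coupled HEK293 Trex cells expressing D2, we tracked fluorescence each second for 180 s after compound, then for 180 s after EC20 dopamine to detect augmented signalling.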
D1 antag – Antagonist of Human D 1 Dopamine Receptor: qHTS; hit rate 3.2% among 360,000; D(1A) dopamine receptor (Homo sapiens), P21728; activity change, negative = inhibition, % at 10 µM; AID 504652, 2011; HEK293 TREx D1 cells, calcium flux, dopamine EC80; hits give low values; in the data active means activity change below about -30%; further: on the % scale 0 is the no-effect control and ±100 the full control effect
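Inducible Hek293 Trex D1 cells (tetracycline, overnight, 30 C). Calcium dye 30–90 min RT. Antagonist mode: EC80 dopamine added after 180 s compound read.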
D1 PAM – Potentiators of Human D1 Dopamine Receptor: qHTS; D(1A) dopamine receptor (Homo sapiens), P21728; HEK293 TREx D1 cells, calcium flux, dopamine EC20 potentiation; potentiation, % at 10 µM; hit rate 0.036% among 360,000; in the data active means potentiation above about 30%; further: 0% is about no effect
Vif-A3G inh – qHTS for Inhibitors of Vif-A3G Interactions: qHTS | Potency, µM (highest dose often 46.1 µM), for inactives: at the top dose activity, negative = active, most hits filed as inhibitors | HeLa A3G-eYFP + Vif (tagged APOBEC3G with the HIV-1 protein that degrades it), YFP fluorescence, overnight | DNA dC->dU-editing enzyme APOBEC-3G (Homo sapiens), Q9HC16 | hit rate 0.076% among 410,000;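 further: potency means the concentration at half of the fitted maximal effect; on the % scale 0 is the no-effect control and ±100 the full control effect; nearly all actives have a fitted effect of over 60% in size; hits raise eYFP signal because A3G escapes Vif-driven loss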
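HeLa cells stably expressing Vif and C-terminally eYFP-tagged A3G, seeded overnight at 37 deg C, then exposed to compound by pintool overnight at 37 deg C. Rise in yellow fluorescence (Ex 488/Em 500-530, Acumen) marks blocked Vif-driven A3G degradation.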
RXFP1 agonist – qHTS Assay for Agonists of the Relaxin Receptor RXFP1. Relaxin receptor 1 (Homo sapiens), Q9HBX9. HEK293T-RXFP1 cAMP TR-FRET, 30 min; response scale: percent of porcine relaxin response, buffer zero. Potency, µM (doses to about 57.5 µM), without a hit: at the top dose activation, usual class: activators. hit rate 0.3% among 370,000. AID 2676, 2010; further: potency means the concentration at half of the fitted maximal effect; on the % scale 0 is the no-effect control and ±100 the full control effect; nearly all actives have a fitted effect of over 60% in size; many of its hits are not listed in these tables
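HEK293T cells stably expressing RXFP1 were pretreated with the PDE4 inhibitor Ro 20174, exposed to compounds for 30 min at 37C, lysed, and cAMP was read by TR-FRET. Data normalized to buffer (basal) and 29 nM porcine relaxin (100%).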
Vif-APOBEC3F blk – qHTS for Inhibitors of Vif-A3F Interactions: qHTS; hit rate 0.2% among 390,000; AID 602313, 2012; HeLa A3F-eYFP + Vif (tagged APOBEC3F with the HIV-1 protein that degrades it), YFP fluorescence increase; Potency, µM (top dose mostly 46.1 µM), for inactives: top-dose activity, negative = active; further: potency means the concentration at half of the fitted maximal effect; % of control where 0% means no effect; nearly all actives have a fitted effect of over 65% in size
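Fluorescence increase (Ex 488/Em 500-530) after overnight compound treatment at 37 deg C flags inhibition of Vif-driven A3F-eYFP loss in stable HeLa A3F-eYFP/Vif cells seeded overnight beforehand.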
Starred values were filed as active, the others as inactive; ? = inconclusive; . = no result given; & = joins results of further samples. Unless noted, the call rests on the fitted dose curve; in most records, active means well fitted curve in the direction sought with a large enough effect; inconclusive means small, poorly fitted or top-dose-only effect, or another doubt; inactive means no such curve, though single readings can be large; an effect the other way counts as inactive or inconclusive.

SMILES	D1 agonist	RXFP1 antag	GRP78 ERSR act	D2 PAM	D1 antag	D1 PAM	Vif-A3G inh	RXFP1 agonist	Vif-APOBEC3F blk
CCO/N=C(\C)c1c(O)cc(C(C)C)n(-c2ccccc2)c1=O	1	.	-2%	-6	-36*	-4	0%	0.0%	1%
COc1cc(OC)cc(C(=O)NC(=S)Nc2ccc3c4c(cccc24)CC3)c1	4	-7	-5%	13	5	0	-4%	0.9%	11%
CCn1ccnc1CN(C)C(=O)c1cc(COc2ccc(-n3cncn3)cc2)on1	3	5	2%	0	9	-11	2%	2.4%	8%
O=C(O)CCC(=O)NNC(=O)COc1cccc(Cl)c1	1	-3	-4%	15	16	-4	0%	-2.1%	4%
COc1ccc(-c2ccc(/C=C3\C(=O)N(c4ccccc4)N=C3c3ccccc3)o2)c([N+](=O)[O-])c1	0	-2	-5%	4	3	12	4%	-1.3%	-4%
CCOC(=O)c1c(NC(=O)CSc2cn(CCNC(=O)c3ccccc3F)c3ccccc23)sc2c1CCCC2	0	.	1%	-2	7	-3	2%	-2.0%	0%
CCc1[nH]nc2c1C1(C(=O)N(Cc3ccccc3)c3ccccc31)C(C#N)=C(N)O2 (configuration not stated)	-1	6	1%	15	-13	-1	0%	-0.7%	0%
COc1ccc(C2CC(=O)C=C(NCc3ccc4c(c3)OCO4)C2)cc1 (configuration not stated)	-1	-9	-1%	-5	2	-5	2%	-0.4%	5%
Cc1ccc(-c2nn(-c3ccccc3)cc2CN(Cc2ccccc2)C(=O)c2ccco2)o1	10	-26	-8%	-1	-8	-11	-6%	2.1%	-12%
CCN1CCCC1CNC(=O)c1cc2ccc(OC)cc2[nH]1 (configuration not stated)	1	-7	-4%	0	4	4	-10%	0.8%	8%
COc1ccc(C(=O)N=C2SC3CS(=O)(=O)CC3N2c2ccccc2)cc1OC (configuration not stated)	4	-6	-5%	-16	-23	-4	-2%	2.4%	8%
COc1ccc(-n2nc(C(=O)NCC(=O)Nc3ccccn3)c3ccccc3c2=O)cc1Cl	.	7	-2%	.	.	.	0%	5.5%	0%
OCCNc1nc(Nc2cccc(O)c2)nc2ccccc12	1	-18	9%	-1	-2	-2	1%	4.7%	0%
Cc1ccc2oc(-c3ccc(C)c(NC(=O)c4ccc(N5CCC(C)CC5)c([N+](=O)[O-])c4)c3)nc2c1	0	-7	0%	-3	-1	-1	3%	-1.5%	-5%
O=C(N/N=C/c1cccnc1)c1ccc(CN2c3cccc4cccc(c34)S2(=O)=O)cc1	1	9	-2%	6	9	3	1%	-0.9%	12%
COc1cccc(CNC(=O)N[C@@H](CC(C)C)C(=O)O)c1	0	-2	3%	0	6	0	3%	0.1%	-12%
Cc1cccc(N2C(=O)CC(n3ccnc3)C2=O)c1C (configuration not stated)	0	0	-3%	3	26	-13	3%	0.2%	-9%
COC(=O)c1nnn(CC(=O)Nc2cccc(Cl)c2)c1C(=O)OC	4	4	-4%	7	7	18	0%	3.5%	-1%
CCN1CCCC1CNC(=O)C(=O)NCCc1ccc(OC)c(OC)c1 (configuration not stated)	3	-6	-4%	1	2	-1	-2%	1.3%	19%
CCN(CC(=O)NCc1cccs1)C(=O)c1ccc(S(=O)(=O)Nc2ccccc2Cl)cc1	0	8	-1%	14	1	-1	0%	2.2%	1%
O=C(O)[C@H](Cc1ccccc1)N1Cc2ccccc2C1=O	1	5	-2%	3	-4	.	0%	0.4%	4%
COc1cc(/C=N\NC(=O)c2ccc(=O)[nH]n2)cc(OC)c1OC	-1	-14	4%	-1	-8	1	-9%	2.1%	0%
Cc1ccccc1NC(=O)c1sc2nc3c(cc2c1N)CCCC3	-1	4	.	13	3	-1	.	-1.0%	.
Cc1ccc(-c2nc(C=Nc3cccc(C)c3)c(O)o2)cc1	3	-31	5%	-24	4	4	-6%	2.3%	?
C[C@H](CO)N1C[C@H](C)[C@H](CN(C)C(=O)c2ccc(N3CCN(C)CC3)cc2)OCc2cnnn2CCCC1=O	.	15	-2%	.	.	.	1%	.	-7%

(further entries)
SMILES	D1 agonist	RXFP1 antag	GRP78 ERSR act	D2 PAM	D1 antag	D1 PAM	Vif-A3G inh	RXFP1 agonist	Vif-APOBEC3F blk
CCN1CCN(c2ccc(S(=O)(=O)N3CCOCC3)cc2NC(=O)/C=C/c2ccc([N+](=O)[O-])cc2)CC1	1	2	-6%	3	-21	-12	-18%	2.8%	?
CC(=O)Nc1ccc2nc(NC(=O)COc3ccc(C)cc3)sc2c1	3	1	2%	-8	-4	-9	-3%	0.2%	4%
COc1ccccc1/C=C(/C(=O)OCC(=O)Nc1ccccc1C(C)C)c1ccccc1	8	-1	-5%	-5	-5	0	1%	2.5%	1%
Cc1c(-c2cccc(NC(=O)C(C)(C)C)c2)nc2ncccn12	0	16	2%	-11	6	-3	3%	30%	1%
COC(=O)c1ccc(N2C(=O)C3C4C=CC(CC4)C3C2=O)cc1 (configuration not stated)	2	-3	5%	3	11	-2	5%	-1.2%	7%
N#Cc1ccc(-c2ccc(Cl)cc2)nc1SCC(=O)c1cccc(Cl)c1	0	-5	1%	9	.	-2	-11%	-0.9%	-1%
CC1(c2nnc(-c3ccc(Cl)cc3)o2)CC(c2cccc(Cl)c2)=NO1 (configuration not stated)	4	.	-3%	13	-13	-4	6%	-1.1%	-2%
CCOC(=O)C1C(=O)CC(C)(O)C(C(=O)OCC)C1c1ccc(Br)cc1 (configuration not stated)	7	-2	0%	-4	-30*	-10	1%	1.8%	5%
O=[N+]([O-])c1cc(C(F)(F)F)cc([N+](=O)[O-])c1NCCNC(=S)Nc1ccc(Cl)c(Cl)c1	11	-8	1%	8	-32*	0	3%	-0.9%	-10%
CC1C(=O)Nc2ccc(S(=O)(=O)N3CCN(c4cccc(C(F)(F)F)c4)CC3)cc2NC1=O (configuration not stated)	10	?	-9%	4	-2	-1	-2%	-0.5%	?
CC(C)C1=NN(C(=O)c2cccnc2)C(O)(C(F)(F)F)C1 (configuration not stated)	.	34	-4%	.	.	.	1%	-0.9%	9%
CCN(CC)C1Oc2cc3c(cc2C(c2cc(OC)c(OC)c(OC)c2)C1C)OCO3 (configuration not stated)	.	8	-4%	.	.	.	?	.	0%
Cc1ccc(CNC(=O)c2cc3c(=O)n(C)c4ccccc4c3n2C)cc1	1	.	-1%	3	12	4	0%	5.6%	2%
O=C(OCC(=O)N1CCN(c2ccccc2)CC1)c1cccc(Cl)c1	3	-19	-5%	-3	18	-1	-1%	0.8%	2%
COc1ccc(C(=O)Nc2ccc3ncccc3c2)cc1	5	-11	-11%	-5	-1	2	-9%	0.6%	9%
Cc1cccc(OCC(=O)Nc2nnc(S(=O)(=O)N3CCCCCC3)s2)c1	11&0	-15	-5%&6%	-24&5	-19&-10	-4&-4	0%&0%	0.5%&-4.5%	2%&0%
O=S(=O)(/N=C(/NNS(=O)(=O)c1ccccc1)c1ccccc1)c1ccccc1	1	-3	0%	-7	1	-4	2%	-0.9%	2%
COc1ccc(C(=O)CC(=O)C(=O)Nc2ccccc2OC)cc1	3	-3	1%	4	-7	-2	-5%	-3.0%	-2%
Cc1nc(Oc2ccc(F)cc2Cl)c2oc3ccccc3c2n1	1	-17	-3%	-6	-2	-1	-1%	2.6%	-18%
NCCCC[C@H](NC(=O)C1CCNCC1)c1nnc([C@@H](N)CO)o1	-4	.	-3%	10	-7	-2	0%	0.5%	6%
Cc1ccc(C2C(C(=O)O)c3ccccc3C(=O)N2C)o1 (configuration not stated)	0	18	0%	11	-3	-5	-1%	0.2%	2%
COc1ccc(C(=O)Nc2ccc(S(=O)(=O)Nc3onc(C)c3C)cc2)cc1	3	-9	-1%	.	12	3	0%	4.2%	3%
O=C1NC(=S)N(C(=O)c2ccc(F)cc2)/C1=C/c1cccnc1	4	2	0%	-6	0	-5	1%	0.7%	-2%
CN(C)S(=O)(=O)c1ccc(SCC(=O)N2CC(=O)Nc3ccccc32)nc1	1	-2	-5%	-9	2	-6	0%	2.3%	3%
Cc1ccc2c(c1)c1c(c(=O)n(-c3cccc(Cl)c3)c(=O)n1CC(=O)NCCC1=CCCCC1)n2C	-1	.	-3%	10	-16	1	-1%	-3.3%	1%
O=C(NCCc1nnc2ccccn12)c1cccs1	1	-4	3%	2	5	0	3%	9.4%	-2%
COc1ccc(CC(=O)NCC(=O)N/N=C/c2ccco2)cc1	2	-2	-4%	6	5	-7	-2%	-0.2%	-17%
COc1ccc(OC)c(C(=O)NC(CC(N)=O)c2ccc(N3CCN(c4ccccn4)CC3)c([N+](=O)[O-])c2)c1 (configuration not stated)	0	.	-3%	-1	7	-1	1%	4.7%	-3%
Cc1ccc(OCC(=O)N2CCN(C(=O)CCC3CCCC3)CC2)cc1	0	-20	-2%	4	7	-5	-4%	0.8%	3%
O=C(NCC1COc2ccccc2O1)Nc1ccccc1F (configuration not stated)	0	-9	0%	1	-8	-2	-1%	0.2%	.

Sorted by length of the SMILES (descending): 3 of the compounds above
SMILES	D1 agonist	RXFP1 antag	GRP78 ERSR act	D2 PAM	D1 antag	D1 PAM	Vif-A3G inh	RXFP1 agonist	Vif-APOBEC3F blk
O=[N+]([O-])c1cc(C(F)(F)F)cc([N+](=O)[O-])c1NCCNC(=S)Nc1ccc(Cl)c(Cl)c1	11	-8	1%	8	-32*	0	3%	-0.9%	-10%
Cc1cccc(OCC(=O)Nc2nnc(S(=O)(=O)N3CCCCCC3)s2)c1	11&0	-15	-5%&6%	-24&5	-19&-10	-4&-4	0%&0%	0.5%&-4.5%	2%&0%
Cc1nc(Oc2ccc(F)cc2Cl)c2oc3ccccc3c2n1	1	-17	-3%	-6	-2	-1	-1%	2.6%	-18%

The list is partial (hit frequency here may not be typical).
